Pol kappa inh: blocks human DNA polymerase kappa activity; Q9UBT6; purified Pol kappa, fluorescent DNA synthesis assay, 10 min; Potency, µM (doses to about 107 µM), inactives show at the highest dose activity, negative = inhibition, most hits filed as inhibitors; actives 0.53% (n = 400,000); AID 588579; further: on the % scale 0 is the no-effect control and ±100 the full control effect
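Inhibition of 10 nM Pol kappa is measured by a fluorescent read-out at 0 and 10 min following addition of 50 nM substrate (final), with a 15-min room-temperature compound preincubation.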
BAZ2B inh: blocks human BAZ2B; Q9UIF8; AlphaScreen BAZ2B-H3K14Ac peptide displacement; AID 504333; Potency, µM (titrated, usually from 114 µM), inactives show at the top dose activity change, negative = inhibition, most hits filed as inhibitors; actives 4.4% (n = 360,000); further: on the % scale 0 is the no-effect control and ±100 the full control effect; nearly all actives have a fitted effect of over 60% in size
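In this displacement format the biotinylated H3(5-23) peptide acetylated at Lys14 serves as ligand at 50 nM, with BAZ2B at 50 nM in PBS pH 7.4 containing 0.01% Tween-20. Donor and acceptor beads are 10 ug/mL final.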
G9a inh: blocks human histone lysine methyltransferase G9a; Q96KQ7; G9a H3K9 monomethylation, AlphaScreen, 2 h; Potency, µM (series often up to 102 µM), without a hit: top-dose activity, negative = inhibition, actives largely listed as inhibitors; actives 8.8% (n = 350,000); AID 504332; further: on the % scale 0 is the no-effect control and ±100 the full control effect; nearly all actives have a fitted effect of over 75% in size
Target sequence (Q96KQ7 913-1193 limits assumed): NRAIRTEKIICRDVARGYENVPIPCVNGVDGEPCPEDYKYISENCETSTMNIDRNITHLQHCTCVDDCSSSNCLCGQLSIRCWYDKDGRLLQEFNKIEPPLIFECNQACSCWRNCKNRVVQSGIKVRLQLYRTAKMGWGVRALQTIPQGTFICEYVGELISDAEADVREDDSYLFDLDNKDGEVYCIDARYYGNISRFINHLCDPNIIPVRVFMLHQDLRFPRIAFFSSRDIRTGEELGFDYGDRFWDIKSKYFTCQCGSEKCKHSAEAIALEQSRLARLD
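Methyltransferase reactions run at room temperature for 2 h (20 nM enzyme, 500 nM biotin-H3K9 peptide, 20 uM SAM) after a 15 min compound preincubation; product detected by AlphaScreen beads and anti-H3K9me1 antibody.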
Pol eta inh: blocks human DNA polymerase eta activity | Q9Y253 | recombinant Pol eta, fluorescent DNA replication assay | Potency, µM (doses to about 114 µM), for the others: at the top dose activity change, negative = inhibition, actives largely listed as inhibitors | actives 1.2% (n = 390,000) | AID 588591; further: on the % scale 0 is the no-effect control and ±100 the full control effect
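Pol eta at 10 nM preincubated with compounds 15 min at room temperature; reaction started with fluorescent substrate (50 nM final) and read kinetically at 0 and 10 min.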
BLM inh: Bloom syndrome helicase (human) inhibition. Potency, µM (series often up to 56.1 µM), without a hit: at the top dose activity change, negative = inhibition, usual class: inhibitors. recombinant BLM DNA unwinding, fluorescence dequenching. P54132. AID 2528. actives 0.2% (n = 350,000);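 further: plate controls were vehicle for no effect and no enzyme for full effect; nearly all actives have a fitted effect of over 35% in size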
APEX1 inh: blocks human APE1 abasic DNA cleavage; P27695; Potency, µM (series often up to 65.8 µM), for inactives: at the highest dose activity change, negative = inhibition, actives largely listed as inhibitors; AID 2517; actives 0.35% (n = 350,000); recombinant APE1, TAMRA/BHQ-2 abasic DNA cleavage fluorescence;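 further: plate controls were vehicle for no effect and reference inhibitor for full effect; nearly all actives have a fitted effect of over 55% in size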
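Enzyme (0.75 nM final) and test compound are incubated 15 min at room temperature before adding 50 nM quenched THF abasic-site duplex. Cleavage dequenches TAMRA, followed at 525/598 nm over three reads one minute apart.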
Pol beta inh: blocks human DNA polymerase beta activity; Pol beta primer extension/strand displacement, fluorescence kinetic; Potency, µM (doses to about 114 µM), for the others: top-dose activity change, negative = inhibition, most hits filed as inhibitors; actives 1.3% (n = 340,000); further: on the % scale 0 is the no-effect control and ±100 the full control effect
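Pol beta (10 nM) and compounds were preincubated 15 min at room temperature, then 50 nM substrate (final) started primer extension/strand displacement. Reads were taken at 0 and 10 min; concentration-response data were fitted to a four-parameter Hill equation.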
Apoferritin bind: binds horse apoferritin like a general anesthetic; AID 485281; Potency, µM (doses to about 77.5 µM), for inactives: at the top dose activity change, negative = displacement, hits mostly inhibitors; actives 0.074% (n = 350,000); apoferritin/1-aminoanthracene competitive binding, fluorescence; further: on the % scale 0 is the no-effect control and ±100 the full control effect; nearly all actives have a fitted effect of over 20% in size
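10 uM apoferritin + 50% sat. 1-AMA, PBS; cpd 10 min RT; Ex380/Em535 endpoint; normalized to free probe vs complex; 4-param Hill fit; propofol titration as pos. ctrl.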
POLI inh: DNA polymerase iota (human) inhibition; Pol iota fluorescent replication assay, 10 min; Potency, µM (titrated, usually from 115 µM), for the others: top-dose activity, negative = inhibition, usual class: inhibitors; actives 1% (n = 390,000); AID 588590
Target sequence (Q9UNA4 whole entry, looked up): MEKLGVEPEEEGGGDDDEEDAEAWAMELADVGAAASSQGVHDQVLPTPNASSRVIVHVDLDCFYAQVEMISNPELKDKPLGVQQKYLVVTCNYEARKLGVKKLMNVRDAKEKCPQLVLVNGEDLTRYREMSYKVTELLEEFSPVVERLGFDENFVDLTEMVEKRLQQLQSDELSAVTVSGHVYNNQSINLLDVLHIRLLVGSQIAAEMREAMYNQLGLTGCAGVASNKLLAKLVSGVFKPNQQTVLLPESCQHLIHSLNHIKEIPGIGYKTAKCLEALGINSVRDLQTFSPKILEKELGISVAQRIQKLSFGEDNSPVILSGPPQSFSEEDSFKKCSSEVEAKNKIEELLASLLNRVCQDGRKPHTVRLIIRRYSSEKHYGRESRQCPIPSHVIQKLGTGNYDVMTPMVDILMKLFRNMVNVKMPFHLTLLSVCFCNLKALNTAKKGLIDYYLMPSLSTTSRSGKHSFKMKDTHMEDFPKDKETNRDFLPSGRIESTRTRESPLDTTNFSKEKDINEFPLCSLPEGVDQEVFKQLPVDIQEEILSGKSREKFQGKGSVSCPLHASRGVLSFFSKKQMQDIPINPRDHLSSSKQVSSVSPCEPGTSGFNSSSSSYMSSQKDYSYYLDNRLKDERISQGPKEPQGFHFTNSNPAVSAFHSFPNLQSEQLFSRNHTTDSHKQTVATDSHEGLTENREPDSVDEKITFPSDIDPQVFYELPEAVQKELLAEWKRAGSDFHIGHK
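Fluorescent replication assay read twice, at 0 min and 10 min after adding 50 nM (final) substrate. Enzyme (10 nM) and compounds were first incubated 15 min at room temperature; enzyme-free buffer wells were negative controls.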
* marks the source's active call; other numbers are inactive results; ? = inconclusive; / = no result given; & = joins results of further samples; [ ] = dose if it differs, or a comment. The call rests on the fitted dose curve; in most records, active means well fitted curve in the direction sought with a large enough effect; inconclusive means small, poorly fitted or top-dose-only effect, or another doubt; inactive means no such curve, though single readings can be large; an effect the other way counts as inactive or inconclusive. Potency means the concentration at half of the fitted maximal effect. Only part of the results is shown; rates above refer to the full screens.

Each structure is followed by: POLI inh	G9a inh	Pol kappa inh	BLM inh	BAZ2B inh	Pol beta inh	APEX1 inh	Apoferritin bind	Pol eta inh
- Fc1ccc(Oc2cnns2)cc1
  19%	14%	2%	-6%	4%	18%	1%	-5%	-8%
- O=C(O)c1ccccc1Nc1cc(Cl)cc(Cl)c1
  /	/	3%[60.1 µM]	1%	/	/	14%	-8%	/
- CC1=C(C(=O)Nc2ccccc2)C(c2ccccc2)n2nc(-c3ccco3)nc2N1 (stereo unspecified)
  19%	5%[59 µM]	-2%	-5%	-11%	0%	/	2%	-16%
- CC1(C)CC(=O)c2sc(N3CCCCC3)nc2C1
  -2%	2%	-8%	1%	0%	4%	0%	-22%	2%
- Cc1cc(=O)[nH]c(SCC(=O)Nc2ccccc2C#N)c1C#N
  ?	?	-13%	-4%	-24%	1%	-6%	-3%	-15%
- CC1CC(C)CN(C(=O)CCc2ccccc2)C1 (stereo unspecified)
  51%[activator]	17%	-3%	-1%	3%	-19%	-2%	?	-2%
- CCc1nn2c(N3CCOCC3)cc(C)nc2c1-c1ccccc1
  -6%	32%	1%	-1%	6%	80%	0%	-8%	-3%
- CC(=O)/C(=N/Nc1ccccc1)Sc1nnc(C(O)c2ccccc2)n1-c1ccccc1 (stereo unspecified)
  10%	45µM*	-2%	3%	?	21%	18%	-21%	-14%
- COc1ccc(CNc2ncncc2-c2ccccc2OC)c(OC)c1
  /	10%[0.501 µM]	-4%[60.1 µM]	0%	/	/	-8%	/	/
- CC(=O)Oc1ccc(C2OC(=O)c3ccccc3N2C(C)=O)cc1 (stereo unspecified)
  8%	-1%[59 µM]	4%	-2%	6%	9%	-3%	-2%	-12%
- Cc1nnsc1-c1nnc(SCC(=O)c2ccccc2)n1C1CC1
  8%	/	-9%	3%	21%	7%	0%	-3%	12%
- Cc1cccc(-n2nc([N+](=O)[O-])c(N3CCN(C(=O)c4ccco4)CC3)[n+]2[O-])c1
  49%[activator]	?	-6%	-1%	-35%	-9%	-1%	-11%	-18%
- O=C(NC1CCCC1)C(c1ccsc1)N(C(=O)Cc1cccs1)c1cccc(F)c1 (stereo unspecified)
  22%	20%[0.501 µM]	0%	0%	-5%	25%	1%	-5%	-12%
- COc1ccc(OC)c(NC(=O)/C=C/c2ccc(S(=O)(=O)N3CCOCC3)cc2)c1
  28%	50µM*	-4%	/	-26%	/	2%	/	-19%
- Fc1ccc(-c2csc3ncnc(Nc4ccc(N5CCOCC5)cc4)c23)cc1
  15%	32%[0.501 µM]	-22%	-5%	40µM*	22%	0%	45%[activator]	-4%
- O=C(NCCc1ccc(Cl)cc1)c1cc2ccccn2n1
  47%[activator]	/	-14%	-3%	-4%	24%	19%	-17%	-18%
- Cc1ccc(Sc2ccc(/C=C3/C(=O)NN(c4ccccc4)C3=O)o2)cc1
  -96%	-24%[59 µM]	?	-8%	?	?	2%	0%	22µM*
- c1ccc(CSc2ccc(-c3cccs3)nn2)cc1
  13%	18%	-4%	3%	-4%	-16%	10%	-5%	-8%
- CC1CCN(C(=O)c2cc(-c3ccccc3O)on2)CC1
  -25%	-22%	-10%	0%	8%	-2%	0%	?	-6%
- CCC(C)NC(=O)c1c(-c2ccccc2)c(-c2ccccc2)nn(C)c1=O (stereo unspecified)
  -1%	-34%[59 µM]	-1%	2%	3%	1%	/	4%	-7%

Single values from the entries so far:
CC1(C)CC(=O)c2sc(N3CCCCC3)nc2C1 in POLI inh → -2%
O=C(NCCc1ccc(Cl)cc1)c1cc2ccccn2n1 in BAZ2B inh → -4%
CCc1nn2c(N3CCOCC3)cc(C)nc2c1-c1ccccc1 in APEX1 inh → 0%

Continuation.
Each structure is followed by: POLI inh	G9a inh	Pol kappa inh	BLM inh	BAZ2B inh	Pol beta inh	APEX1 inh	Apoferritin bind	Pol eta inh
- COc1cc(SC)ccc1C(=O)Nc1ncc(Cl)cc1Cl
  73%[activator]	5%	-2%	-7%	-3%	5%	0%	-7%	1%
- CC(=O)Nc1ccc(S(=O)(=O)N(C)CC(=O)Nc2nc3ccccc3[nH]2)cc1
  38%[activator]	-33%	0%	/	-26%	/	20%	/	-19%
- COc1cccc(OC)c1OCC(C)CNCC1CCCO1 (stereo unspecified)
  -17%	?	-2%	0%	?	29%	15%	-8%	-1%
- CCOC(=O)c1[nH]c2ccc(C)cc2c1NC(=O)CN1CCCCC1
  3%	-4%[12.7 µM]	-12%	-3%	3%	-12%	2%	7%	-12%
- CCCCn1c(SCC(=O)NCc2ccco2)nc2c(sc3ccccc32)c1=O
  -7%	-14%	-2%	6%	15%	7%	-6%	-11%	-3%
- C=CCNC(=S)NNC(=O)c1cc(C)nc2ccccc12
  11%	15%[59 µM]	-16%	2%	5%	31%	-4%	-4%	-15%
- Cc1cc(=O)n2c3ccccc3n(CC(O)CN3CCCCC3)c2c1C#N (stereo unspecified)
  ?	/	-4%	45%[activator]	11%	21%	3%	-9%	-7%
- CCCCCc1cc(=O)oc2c(C(CCN(CC)CC)c3ccc(OC)cc3)c(OC)cc(OC)c12 (stereo unspecified)
  24%	10%[12.7 µM]	-7%	23%	-30%	1%	6%	?	-11%
- CCn1c(SCC(=O)N2CCN(c3ccccc3)CC2)nnc1-c1c[nH]c2ccccc12
  6%	-3%[59 µM]	-1%	-1%	-27%	9%	0%	-8%	-23%
- Cc1nc(SCC(=O)O)c(C#N)c(C)c1CC(=O)c1ccccc1
  14%	?	-8%	-6%	-14%	20%	11%	-3%	-11%
- CCN1C(=O)CC(c2ccco2)Sc2ccccc21 (stereo unspecified)
  ?	50µM*	-7%	-8%	?	-13%	9%	2%	0%
- C=CCN=C(NC#N)SCc1ccccc1
  8%	21%	2%	-2%	-3%[57.1 µM]	0%	2%	-10%	9%
- COc1ccc(CNC(=O)[C@H](Cc2ccccc2)NC(=O)C2CCN(C(=O)[C@H](C)N)CC2)cc1
  16%	1%[12.7 µM]	17%	2%	5%	26%	24%	-7%	-10%
- O=C(Cc1cccc(NC(=O)C2CCCN(C(=O)C3CC3)C2)c1)Nc1cccc(C(=O)N2CCCC2)c1 (stereo unspecified)
  2%	4%[0.501 µM]	-4%	/	3%	/	33%	/	-1%
- COc1cc(OC)c(C(=O)N2CCCC2)cc1OC
  39%[activator]	9%	-20%	-6%	-5%	2%	6%	-11%	-12%
- Cc1ccc(C(=O)C2CCN(CC(=O)Nc3ccccc3C)CC2)cc1
  101%[activator]	-10%	-4%	-9%	-14%	0%	-3%	-8%	-27%
- N#Cc1ccc(-c2ccc(OCC(=O)NCC(=O)Nc3ccc(F)c(F)c3F)cc2)cc1
  -12%	3%[59 µM]	1%	-3%	2%	-8%	27%	18%	?
- COc1ccc(CNC(=O)CSc2nnc3c(n2)[nH]c2ccc(C)cc23)cc1
  97%[activator]	0%[59 µM]	-3%	-4%	1%	-2%	-9%[12.4 µM]	-12%	-4%
- Cc1cc(=O)oc2cc(OCC(=O)OCC(=O)NCCc3ccccc3)ccc12
  -6%	-26%	-8%	3%	-10%	3%	1%	-12%	-10%
- Cc1nc2ccc(C(=O)c3ccccc3)cc2[nH]1
  -3%	-5%[59 µM]	0%	1%	9%	?	-1%	-8%	-6%
- Cn1[nH]c(C(F)(F)F)cc1=O
  22%	9%	7%	-3%	-13%	17%	0%	-4%	-18%
- CCOC(=O)C1CCN(C(=O)COC(=O)/C=C/c2ccc([N+](=O)[O-])cc2)CC1
  1%	/	-18%	/	/	/	6%	/	-12%
- O=C(CC1NCCNC1=O)Nc1ccc2c(c1)OCCO2 (stereo unspecified)
  9%[58.9 µM]	-7%[12.7 µM]	-8%	-1%	3%	-2%	-2%	-14%	-7%
- CC(=O)c1ccc(N2CCC(C)CC2)c(F)c1
  -1%	36%	11%	-6%	13%	47%	-6%	-19%	-7%
- O=C(OC1CCOC1=O)C1CCN(S(=O)(=O)c2c(Cl)cccc2Cl)CC1 (stereo unspecified)
  ?	?	-18%	/	?	/	-31%	/	?
- N#Cc1ccc(C23OCCN2CCn2nc4ccccc4c23)cc1 (stereo unspecified)
  16%	/	-15%	/	/	/	48%[activator]	/	-12%
- Cc1[nH]c2ccccc2c1C(=O)/C=C\c1ccccc1Cl
  26%	?	-15%	-6%	?	0%	4%	-2%	-10%
- O/N=C/c1ccccc1Oc1ccccc1
  -10%	-18%	-3%	-8%	1%	15%	-2%	-4%	-13%
- CCCCN(C)C(=O)Cn1cnc2sc(C)c(S(=O)(=O)N3CCN(c4ccccc4OC)CC3)c2c1=O
  36%&11%[activator]	13%	-5%&-6%	-1%&1%	-22%&0%	26%&-15%	14%	-7%&-7%	-4%&-29%
- Cc1ccc(C(C(=O)NC2CCCC2)N(C(=O)CNC(=O)c2ccco2)c2ccccc2)o1 (stereo unspecified)
  120%[activator]	-10%[59 µM]	-1%	-1%	2%	2%	25%[12.4 µM]	-10%	-8%
- CCN(CC)S(=O)(=O)c1ccc(C(=O)N2CCN(C(=O)c3ccco3)CC2)cc1
  17%	-2%[12.7 µM]	12%	/	-3%	/	24%	/	1%
- COCc1nnc(NC(=O)CS(=O)(=O)Cc2ccccc2)s1
  -3%	-27%[12.7 µM]	-15%	0%	?	3%	-2%	-3%	?
- COc1ccc(Nc2oc(-c3ccccc3F)nc2C#N)cc1
  130%[activator]	1%	-4%	-9%	-11%	1%	-7%	201%[activator]	-13%

Records listed above shown as hits in Pol eta inh:
SMILES	POLI inh	G9a inh	Pol kappa inh	BLM inh	BAZ2B inh	Pol beta inh	APEX1 inh	Pol eta inh
Cc1ccc(Sc2ccc(/C=C3/C(=O)NN(c4ccccc4)C3=O)o2)cc1	-96%	-24%[59 µM]	?	-8%	?	?	2%	22µM*

Screens from PubChem.
